D2 antagonist – HTS Assay for Allosteric Antagonists of the Human D2 Dopamine Receptor: Primary Screen for Antagonists. HEK293 TREx D2 cells, calcium flux, dopamine EC80. inhibition, % at 10 µM. 2% of 340,000 active. AID 485344, 2010; in the data active means inhibition above about 30%; further: 0% is about no effect
Target sequence (P14416 whole entry, looked up): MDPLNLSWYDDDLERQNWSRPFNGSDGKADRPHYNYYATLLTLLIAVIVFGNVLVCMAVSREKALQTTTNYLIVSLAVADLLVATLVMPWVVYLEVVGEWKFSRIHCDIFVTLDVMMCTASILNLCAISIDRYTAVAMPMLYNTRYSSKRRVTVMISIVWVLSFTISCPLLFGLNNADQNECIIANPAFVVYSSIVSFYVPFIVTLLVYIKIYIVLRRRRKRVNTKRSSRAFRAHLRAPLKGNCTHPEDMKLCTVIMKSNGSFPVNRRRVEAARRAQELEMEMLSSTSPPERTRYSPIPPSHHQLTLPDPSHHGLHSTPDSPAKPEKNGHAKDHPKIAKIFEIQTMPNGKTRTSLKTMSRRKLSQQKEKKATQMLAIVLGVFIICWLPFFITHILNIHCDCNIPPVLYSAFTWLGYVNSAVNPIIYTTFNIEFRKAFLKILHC
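Antagonism is scored as inhibition of an EC80 dopamine-evoked calcium signal in a force-coupled, tetracycline-inducible HEK293 T-REx D2 line, with compound present 180 s before agonist.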
D1 antagonist – Antagonist of Human D 1 Dopamine Receptor: qHTS; HEK293 TREx D1 cells, calcium flux, dopamine EC80; stronger effect = lower value; 3.2% of 360,000 active; activity change, negative = inhibition, % at 10 µM; in the data active means activity change below about -30%; further: on the % scale 0 is the no-effect control and ±100 the full control effect
Target sequence (P21728 whole entry, looked up): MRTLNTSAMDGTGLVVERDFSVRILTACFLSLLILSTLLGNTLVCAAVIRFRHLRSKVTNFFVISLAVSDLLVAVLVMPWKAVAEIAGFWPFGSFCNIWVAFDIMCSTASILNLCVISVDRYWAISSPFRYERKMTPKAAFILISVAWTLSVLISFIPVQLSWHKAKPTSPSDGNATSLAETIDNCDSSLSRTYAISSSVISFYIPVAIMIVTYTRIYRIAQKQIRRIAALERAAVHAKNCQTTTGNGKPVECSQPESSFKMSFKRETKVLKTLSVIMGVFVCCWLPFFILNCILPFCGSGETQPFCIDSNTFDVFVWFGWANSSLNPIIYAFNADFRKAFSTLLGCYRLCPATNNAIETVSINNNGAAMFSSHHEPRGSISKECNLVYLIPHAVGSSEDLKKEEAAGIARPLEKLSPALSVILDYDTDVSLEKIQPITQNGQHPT
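Tetracycline-induced HEK293 Trex D1 cells, force-coupled to calcium, dye-loaded; compounds added and read 180 s, then EC80 dopamine added and calcium flux tracked kinetically another 180 s.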
TRHR agonist – qHTS for Small Molecule Agonists and Allosteric Enhancers of Human TRH Receptor: Primary Screen for Agonists | Thyrotropin-releasing hormone receptor (Homo sapiens), P34981 | TRHR cells, calcium flux fluo-8, FDSS agonist mode | activation, % at 2 µM | 0.18% of 360,000 active | AID 493084, 2011; further: 0% is about no effect
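Fluo-8-loaded TRHR cells; 10 s baseline, compound added, kinetic Ca2+ fluorescence read 1/s, agonist mode.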
D2 agonist – HTS Assay for Allosteric Agonists of the Human D2 Dopamine Receptor: Primary Screen for Agonists | D(2) dopamine receptor (Homo sapiens), P14416 | HEK293 T-REx D2 cells, calcium flux agonist mode | activation, % at 2 µM | 0.53% of 340,000 active | AID 485358, 2010;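 active means activation over 3 SD above normal in the single-dose calcium agonist read, cut at about 30% in these data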; further: 0% is about no effect
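Agonism scored from kinetic calcium signal (1 read/sec, 180 s) following compound pin transfer, after a 10 s baseline. Cells: HEK293 Trex line expressing inducible D2 receptor coupled to calcium, dye-loaded after overnight culture at 30 C.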
D1 agonist – Allosteric Agonists of the Human D1 Dopamine Receptor: qHTS. D(1A) dopamine receptor (Homo sapiens), P21728. activation, % at 2 µM. 1% of 360,000 active. HEK293 T-REx D1 cells, calcium flux, agonist mode; further: 0% is about no effect
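Agonism was scored from calcium flux recorded over 180 s (1 read/s) after pintool compound addition, following a 10-cycle baseline. Cells were inducible force-coupled HEK293 TREx D1, plated overnight at 30 C and loaded with no-wash calcium dye.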
D1 PAM – Potentiators of Human D1 Dopamine Receptor: qHTS; potentiation, % at 10 µM; D(1A) dopamine receptor (Homo sapiens), P21728; HEK293 TREx D1 cells, calcium flux, dopamine EC20 potentiation; 0.036% of 360,000 active; in the data active means potentiation above about 30%; further: 0% is about no effect
D2 PAM – HTS Assay for Positive Allosteric Modulators of the Human D2 Dopamine Receptor: Primary Screen for Potentiators; D(2) dopamine receptor (Homo sapiens), P14416; HEK293 T-REx D2, calcium flux, EC20 dopamine potentiation; potentiation, % at 10 µM; 0.34% of 340,000 active; AID 485347, 2010;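 active means potentiation over 3 SD above the plate norm, cut at about 30% in these data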; further: 0% is about no effect
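Cells plated with tetracycline inducer and held overnight at 30 C; calcium dye loaded 30–90 min at room temperature; baseline taken, compound added and read 180 s; EC20 dopamine then added and read 180 s.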
TRHR enhancer – qHTS for Small Molecule Agonists and Allosteric Enhancers of Human TRH Receptor: Primary Screen for Enhancers. Thyrotropin-releasing hormone receptor (Homo sapiens), P34981. TRHR cells, fluo-8 calcium fluorescence, EC20 TRH enhancement. enhancement, % at 2 µM. 0.66% of 360,000 active; in the data active means enhancement above about 30%; further: 0% is about no effect
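Enhancer read-out: after compound pinning and an initial kinetic agonist-mode read, an EC20 of TRH (10 nM final) was injected and fluo-8 calcium signal (Ex 480/Em 530) followed at 1 s/cycle for 100 cycles in TRHR-expressing cells.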
RXFP1 antagonist – qHTS Assay for Antagonists of the Relaxin Receptor RXFP1. 0.59% of 350,000 active. HEK293-RXFP1, relaxin-stimulated cAMP HTRF, 30 min; stronger effect = lower value. AID 1259400, 2018. activity change, negative = inhibition, % at 57.5 µM;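 active means activity change of -60% or lower, but not beyond a set lower limit; inconclusive means change between -60% and -40%, or beyond the set limit; inactive means change above -40%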; further: on the % scale 0 is the no-effect control and ±100 the full control effect
* hit, by the source's call; ? = inconclusive; nt = no result given. Unless noted, no stated cut-off is given here; in the data, active means activation above about 30%; inactive means the rest.

1) COc1cc(Cl)c(C)cc1NC(=O)CSc1nc2c(c(=O)[nH]1)CCC2
2) CS(=O)(=O)N(CC(=O)N1CCN(c2ccccc2)CC1)c1cc(C(F)(F)F)ccc1Cl
3) Cc1ccc2nc(C(F)OC(F)(F)F)[nH]c2c1 (stereo not drawn)
4) O=C(c1ccccc1)c1ccc2nc(Nc3cc(Cl)ccc3O)c3nncn3c2c1
5) COC(=O)C1CCN(S(=O)(=O)c2ccc(NC(C)=O)cc2)CC1
6) CSc1nc(NS(=O)(=O)c2ccc(F)cc2F)nn1C

entry no.	1	2	3	4	5	6
D2 antagonist	nt	3.1	6.5	nt	-16.8	-16.6
D1 antagonist	11.0	0.4	3.7	2.6	4.2	-3.5
TRHR agonist	0.0	0.0	-0.5	-0.4	1.6	0.4
D2 agonist	1.1	21.8	0.0	0.0	1.2	0.3
D1 agonist	-0.3	0.9	0.3	-1.5	1.0	2.7
D1 PAM	-2.9	-1.1	-3.5	1.2	0.9	0.8
D2 PAM	0.7	-5.3	15.4	-6.9	2.5	12.0
TRHR enhancer	-4.3	-2.1	2.2	-2.5	8.4	13.5
RXFP1 antagonist	-14.1	8.0	-3.8	-20.7	0.1	7.7

7) COc1cc(/C=C/C(=O)OCC(=O)N2CC(=O)Nc3ccccc32)ccc1O
8) O=C(NC(=S)Nc1ccccc1N1CCCC1)c1ccc([N+](=O)[O-])cc1
9) COc1ccc(COc2ccc3c(C)cc(=O)oc3c2)cc1
10) O=S(=O)(Nc1nc2n(n1)C(c1ccc(F)cc1)C=C(c1ccccc1)N2)c1ccc(Cl)cc1 (stereo not drawn)
11) Cc1nn(CCOc2ccccc2)c(=O)n1-c1ccc(F)cc1
12) COC(=O)C1=C(C(=O)c2ccccc2)C(c2ccc(OC)c(OC)c2)Nc2nnnn21 (stereo not drawn)

entry no.	7	8	9	10	11	12
D2 antagonist	8.1	-10.4	4.9	nt	-16.1	6.0
D1 antagonist	-1.8	7.2	5.1	7.6	17.1	-22.0
TRHR agonist	0.1	0.0	-0.2	0.3	0.4	0.7
D2 agonist	-0.4	-1.7	-1.0	3.2	-1.1	-1.4
D1 agonist	0.6	0.8	4.8	2.7	6.3	3.8
D1 PAM	10.2	3.9	3.5	-2.6	-0.4	-6.0
D2 PAM	10.0	15.2	-5.4	-0.1	10.2	8.8
TRHR enhancer	1.5	-3.5	-31.0	21.7	-0.3	8.6
RXFP1 antagonist	-2.8	-16.2	5.7	-7.4	1.9	-3.1

13) CC(=O)c1ccc(N2C(=NC(=O)COc3ccccc3)SC3CS(=O)(=O)CC32)cc1 (stereo not drawn)
14) OCCC1CN(Cc2cnc(-c3ccccc3)s2)CCN1Cc1ccccc1 (stereo not drawn)
15) CCc1ccc(NS(=O)(=O)c2ccc3c(c2)oc(=O)n3C)cc1
16) CCCSc1nnc(-c2cnn(-c3ccccc3)c2-n2cccc2)n1C
17) Cc1oc2c(cc(NS(=O)(=O)c3ccc(Cl)cc3)c3ccccc32)c1C(=O)OCc1ccccc1
18) COc1ccccc1N1CC(C(=O)Nc2ccc(S(=O)(=O)N3CCOCC3)cc2)CC1=O (stereo not drawn)

entry no.	13	14	15	16	17	18
D2 antagonist	11.0	-3.6	18.0	-12.4	nt	6.7
D1 antagonist	-7.7	-29.5	-33.6*	-14.0	2.1	-11.1
TRHR agonist	1.2	1.2	1.0	-1.0	0.8	0.7
D2 agonist	-1.1	-0.9	0.4	-0.3	1.3	-0.8
D1 agonist	3.2	13.6	20.6	35.6*	1.6	2.4
D1 PAM	-0.2	-1.2	-13.4	-7.6	-0.9	-2.9
D2 PAM	-0.5	-2.7	-3.1	4.3	-10.0	8.4
TRHR enhancer	2.9	-2.7	-8.2	11.1	-3.6	-1.9
RXFP1 antagonist	-2.3	-25.2	4.0	-6.6	-8.3	-0.8

19) CCCNc1c(NS(=O)(=O)c2ccc(C(C)(C)C)cc2)c(=O)oc2ccccc12
20) CCOc1ccc(CN(C)C(C)C(=O)NCc2ccccc2)cc1 (stereo not drawn)
21) O=C(c1ccc2c(=O)n(Cc3ccc4c(c3)OCO4)c(=O)[nH]c2c1)N1CCN(c2ccccc2)CC1
22) O=C(NC1CCCCC1)c1ccc(-c2ccc(Cl)cc2)o1
23) CC(=O)c1ccc(NC(c2ccc(F)cc2)c2nnc(-c3ccccc3)o2)cc1 (stereo not drawn)
24) COc1ccc2c(c1)C=C(CN1CCN(Cc3ccccc3C)C(CCO)C1)CO2 (stereo not drawn)

entry no.	19	20	21	22	23	24
D2 antagonist	-2.8	-0.5	11.2	17.9	nt	57.8*
D1 antagonist	1.1	2.2	-7.2	-0.8	-24.1	-2.9
TRHR agonist	0.2	0.0	-0.6	-1.0	-0.1	-0.7
D2 agonist	-0.2	0.2	2.0	0.0	0.5	-1.2
D1 agonist	7.6	2.4	1.3	3.2	-0.5	6.7
D1 PAM	1.4	-8.7	-0.4	-3.0	-2.5	-3.5
D2 PAM	1.6	-2.2	-2.4	-3.3	-8.7	-20.5
TRHR enhancer	-0.6	-8.5	-8.0	-1.3	-26.9	0.2
RXFP1 antagonist	?	1.5	-1.8	-14.5	nt	-1.6

25) CCn1c(C)nnc1SCC(=O)NC1CCCCCC1
26) CCOC(=O)C1CCCCN1Cc1cccc(OC)c1OC (stereo not drawn)
27) C=CCc1cccc(/C=N/n2cnnc2)c1O
28) COC(OC)c1ccnc(SCc2ccccc2Cl)n1
29) COc1ccccc1Nc1cc(C)nc2c(C)ccc([N+](=O)[O-])c12
30) CC(C)c1nn2c(=O)cc(COC(=O)c3ccccc3Cl)nc2s1

entry no.	25	26	27	28	29	30
D2 antagonist	-5.6	11.6	-15.2	nt	11.3	nt
D1 antagonist	-2.0	-0.8	-9.3	-8.4	1.0	3.5
TRHR agonist	-0.6	0.1	-0.4	-1.3	0.0	0.2
D2 agonist	0.0	0.4	1.3	nt	-2.8	-0.8
D1 agonist	1.8	0.6	11.9	-0.2	0.9	0.8
D1 PAM	-2.8	1.2	-5.5	-3.8	-1.8	-6.2
D2 PAM	9.0	17.8	1.9	3.8	-5.0	-1.9
TRHR enhancer	10.3	2.8	31.8*	-4.8	1.4	-1.9
RXFP1 antagonist	6.1	12.9	-5.1	-15.1	-8.5	nt

31) Cc1cccc(CCNC(=O)c2ccc3c(c2)nc2n3CCC(C)C2)c1 (stereo not drawn)
32) O=C(CC1(O)C(=O)N(C/C=C/c2ccccc2)c2ccccc21)c1ccccn1 (stereo not drawn)
33) O=C(c1cc(C(=O)N2CCOCC2)c2nc3ccccc3n2c1)c1ccccc1O
34) CCN(CC)CC(O)CN1c2ccccc2Sc2ccccc21 (stereo not drawn)
35) CC(C)CCNC(=O)[C@H](Cc1ccccc1)N1Cc2ccccc2C1=O
36) O=C(CSc1oc(-c2ccc(F)cc2)nc1S(=O)(=O)c1ccc(Br)cc1)NC1CCCCC1

entry no.	31	32	33	34	35	36
D2 antagonist	nt	nt	0.4	-23.4	-13.4	nt
D1 antagonist	2.1	-4.1	5.8	-25.6	-9.6	-0.2
TRHR agonist	-0.5	0.3	-0.2	1.1	-0.5	0.3
D2 agonist	0.5	nt	1.0	-0.7	-1.9	-0.2
D1 agonist	-0.7	3.6	-0.1	10.6	0.9	-1.4
D1 PAM	-2.2	-2.6	-0.9	-7.5	-10.1	-0.1
D2 PAM	3.4	nt	4.8	-22.0	2.7	nt
TRHR enhancer	2.6	-5.5	8.4	-2.8	-5.1	-0.7
RXFP1 antagonist	-11.7	-6.4	6.0	-4.3	-2.3	-6.0

37) CC(=O)Nc1cccc(C(=O)OCc2ccc([N+](=O)[O-])cc2)c1
38) CCN(CC(=O)Nc1ccc(NC(C)=O)cc1)C(=O)C1CC(=O)N(Cc2ccc(C)cc2)C1 (stereo not drawn)
39) COc1ccc(-c2c(C)nn3c(C(F)(F)F)cc(-c4ccccc4)nc23)cc1OC
40) C/C(=N\NC(=O)C1CCCN(S(=O)(=O)c2ccccc2)C1)c1ccccn1 (stereo not drawn)
41) CCn1c(COC(=O)CNC(=O)c2ccccc2)nc2cc(S(=O)(=O)N(C)C)ccc21
42) COC(=O)c1ccc(NS(=O)(=O)c2ccc3c(c2)n(C)c(=O)c(=O)n3C)cc1

entry no.	37	38	39	40	41	42
D2 antagonist	-2.5	-10.8	nt	-4.1	-6.7	nt
D1 antagonist	-17.6	-19.7	-8.9	-2.0	1.6	2.0
TRHR agonist	-0.2	1.7	3.9	-0.2	0.0	1.1
D2 agonist	0.4	0.5	-0.6	0.4	0.6	-0.9
D1 agonist	6.8	0.4	-1.0	-0.2	8.9	-2.4
D1 PAM	-5.9	1.9	-0.9	-4.0	-1.8	0.6
D2 PAM	-1.0	-0.4	0.3	-2.8	10.6	2.7
TRHR enhancer	-5.0	6.0	25.1	0.9	5.6	-4.8
RXFP1 antagonist	-0.6	-4.6	-2.2	-11.5	-13.2	nt

Structural class, those above containing a furan ring, fused or not (2)
17) Cc1oc2c(cc(NS(=O)(=O)c3ccc(Cl)cc3)c3ccccc32)c1C(=O)OCc1ccccc1
22) O=C(NC1CCCCC1)c1ccc(-c2ccc(Cl)cc2)o1

entry no.	17	22
D2 antagonist	nt	17.9
D1 antagonist	2.1	-0.8
TRHR agonist	0.8	-1.0
D2 agonist	1.3	0.0
D1 agonist	1.6	3.2
D1 PAM	-0.9	-3.0
D2 PAM	-10.0	-3.3
TRHR enhancer	-3.6	-1.3
RXFP1 antagonist	-8.3	-14.5

Next structures.
43) CCOC(=O)C1CCN(C2=NC(=O)/C(=C/c3ccc(O)cc3)S2)CC1
44) O=C(O)[C@@H]1CCCN1C(=O)c1ccco1
45) OCCn1c(SCCOc2ccccc2)nc2ccccc21
46) O=C(NC1CCCC1)C1CCN(c2nccs2)CC1
47) COC(=O)c1cc(S(=O)(=O)N2CCCCCC2)cn1C
48) Cc1nc(-c2ccccc2)sc1C(=O)O
49) C/C(=N/NC(=O)CSc1nc2ccccc2n1C)c1ccc(O)cc1
50) Cc1ccc(CNC(=O)c2ccc(Cn3c(SCc4ccccc4F)nc4cccnc43)cc2)cc1

entry no.	43	44	45	46	47	48	49	50
D2 antagonist	2.4	8.4	13.4	12.7	22.7	-15.0	-7.2	nt
D1 antagonist	-7.8	-10.3	-11.7	-12.0	-0.4	9.2	4.8	15.2
TRHR agonist	1.7	0.7	-0.1	0.0	-0.1	0.4	0.9	3.6
D2 agonist	-0.9	-0.4	-2.1	0.1	-0.2	-0.8	-1.5	3.0
D1 agonist	3.6	-0.2	1.1	-0.2	0.5	7.6	1.1	8.3
D1 PAM	-2.8	-7.2	-8.8	0.9	-3.1	-4.5	-3.8	-5.0
D2 PAM	-1.0	-2.6	10.7	10.5	-6.3	7.0	-29.8	-12.3
TRHR enhancer	-1.1	3.1	3.6	4.0	-4.6	-2.3	-8.0	-3.0
RXFP1 antagonist	7.5	nt	-12.9	-5.0	4.2	16.2	2.1	-6.6
